# INS promoter inh: inhibitors of insulin promoter-driven GFP, primary screen, imaging, TRM-6 cells (human fetal islet line), eGFP reporter, cell count; reporter expression induced with tamoxifen; inhibition, % at 2 µM; hit rate 0.9% among 130,000;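 active = inhibition above the mean plus 3 SD, with well images judged a real hit on visual review, cut at about 60% in these data, passing the limit was not always enough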
# SDO1 yeast rescue: growth rescue of sdo1-depleted yeast, primary screen, S. cerevisiae, bone marrow failure model | z-score at 10 µM | hit rate 0.21% among 140,000 | S. cerevisiae sdo1-depleted JHY4D growth rescue, OD600 30 h; stronger effect = higher value; pdr5 snq2 efflux-pump mutant strain;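 active = z-score above 3 at both the 24 hr and the 30 hr optical density reads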;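 also: z-score against mean and SD of all compound wells on the same plate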
# SDO1 yeast rescue Rescue 24 h: further read-out of SDO1 yeast rescue, marked with its call; z-score; S. cerevisiae sdo1-depleted JHY4D growth rescue, OD600; measured here: growth rescue at 24 h;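 0 is the plate mean of compound wells and units are plate SD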
# * marks the source's active call; other numbers are inactive results; / = no result given. Some of the compounds tested; count on the stated rates, not on these rows.
INS promoter inh,SDO1 yeast rescue,SDO1 yeast rescue Rescue 24 h,smiles
-7.3,/,/,Cc1cccc(NC(=S)N2CCN(c3ccccc3)CC2)c1
-12.7,-0.48,-0.68,O=C(c1ccc(Br)o1)N(c1ccc(Br)cc1)C1C=CS(=O)(=O)C1 (stereo not given)
/,-1.73,-0.55,Cc1nc2ccccc2cc1OCc1ccc(Cl)cc1
-20.7,0.43,0.02,Cc1ccc(NC(=O)Nc2nnc(CSCCOc3ccc(Cl)cc3)s2)cc1
25.0,-0.24,-1.01,Cc1ccc(-c2n[nH]c(=O)c3ccccc23)cc1S(=O)(=O)NCCO
-40.5,-1.44,-0.11,O=C(Nc1nc(-c2cccs2)cs1)c1cccc(S(=O)(=O)N2CCCCC2)c1
/,-0.04,0.66,O=C(Nc1ccc(NC(=O)c2cccs2)cc1)c1ccc(Br)o1
61.1,0.23,0.07,CCN(CC)c1nc(N2CCOCC2)c(C#N)c2c1CN(C)CC2
42.1,0.08,-0.33,Cc1ccc2[nH]c3c(=O)n(CCc4cnc[nH]4)cnc3c2c1
57.1,/,/,CN(CCC#N)C(=S)NC(=O)c1ccc(S(=O)(=O)N2CCOCC2)cc1
/,0.91,0.35,O=C(CCC(=O)NC1CCN(Cc2ccccc2)CC1)NCc1ccco1
32.6,0.65,1.22,O=c1c(C(c2ccc(O)cc2)c2c(O)nc3n(c2=O)CCCS3)c(O)nc2n1CCCS2
-123.3,-1.74,-1.18,Cc1ccc(O)c(NC(=O)CCC2CCCCC2)c1
/,-0.62,-0.21,COC(=O)c1sccc1NC(=O)COc1ccc(Cl)cc1Cl
/,-0.65,-1.4,CCOc1ccc(C(=O)NCC(=O)OCC(=O)c2ccc3c(c2)-c2ccccc2C3)cc1
-7.4,0.43,-0.52,CC(=O)N1C(=O)C2(C(C#N)=C(N)Oc3n[nH]c(-c4ccccn4)c32)c2ccccc21 (stereo not given)
/,-0.34,0.13,O=C(COc1ccc(Cl)cc1)Nc1c(-c2cccs2)nc2ccccn12
-6.2,-0.24,-0.58,CCn1c(CCC(=O)Nc2nc3c(s2)CCCC3)nc2cc(S(=O)(=O)N(C)C)ccc21
28.6,-0.38,-0.75,CC(C)CNC(=O)c1ccccc1NC(=O)Nc1ccccc1
-23.1,1.95,2.57,C/C(=N\NC(=O)c1cccnc1)c1cc(C)oc1C
/,1.44,1.21,CCC(C)NC(=O)COC(=O)c1csc2c1CCCC2 (stereo not given)
-24.3,0.04,0.04,Cc1ccc(S(=O)(=O)c2cccc(S(=O)(=O)N3CCOCC3)c2)cc1S(=O)(=O)N1CCOCC1
-15.4,1.26,1.63,COc1ccc(/C(O)=C2\C(=O)C(=O)N(Cc3ccco3)C2c2ccc(OC)cc2OC)cc1 (stereo not given)
18.9,/,/,CCOC(=O)C1=C(CC)Nc2ccccc2N/C1=N\S(=O)(=O)c1cc(Br)ccc1Br
10.0,0.42,0.6,c1csc(CNCCN2CCOCC2)c1
/,-2.06,-1.25,COc1cccc(-c2nnc3sc(-c4ccccc4)nn23)c1
36.1,-0.15,-1.16,COC(=O)CSC1=C(C#N)C(c2sccc2C)CC(=O)N1 (stereo not given)
-3.3,0.04,-1.59,O=C(OCC(=O)N1CCc2ccccc21)c1cccnc1
-45.2,-0.91,-1.35,O=C(Nc1cnc2ccccc2c1)C1COc2ccccc2O1 (stereo not given)
40.0,-0.75,-2.08,CSc1cccc(NC(=O)CN(c2cccc(C)c2)S(C)(=O)=O)c1
1.8,-0.15,0.28,O=c1c(/C=N/Nc2ccccc2)c(Sc2nnnn2-c2ccccc2)nc2ccccn12
13.3,/,/,COc1ccc(/C=N\NC(=O)c2ccc(Cn3cc(Br)c([N+](=O)[O-])n3)o2)c(OC)c1C
25.7,-0.79,-0.6,CCOC(=O)Cc1nnc(Nc2cccc(C)c2)c2ccccc12
/,-2.25,-2.16,O=C(Nc1ccc(OC(F)(F)F)cc1)Nc1cccc([N+](=O)[O-])c1
11.1,/,/,Cc1ccc(S(=O)(=O)N2CCC(C(=O)NNC(=O)c3ccncc3)CC2)cc1
-13.3,0.29,-0.59,CCn1cc(CNC(=O)CSc2nc(-c3ccc(OC)c(OC)c3)cc(C(F)(F)F)n2)c(C)n1
-56.2,0.49,0.24,C=CCn1c(SCC(=O)Nc2cc(C)ccc2OC)nnc1-c1ccco1
-4.7,0.02,0.21,O=C(Nc1cccc(Cl)c1)Nc1nnc(-c2ccccc2)o1
-5.9,/,/,O=c1cc(N2CCc3ccccc32)[nH]c(=O)n1-c1ccccc1Cl
-11.1,0.38,-0.09,COC(=O)NC1CSCC1OC(=O)CCN1C(=O)c2ccccc2C1=O (stereo not given)
-18.2,-1.14,-0.72,CCOc1ccc(-n2ccnc2SCC(=O)NCc2ccc3c(c2)OCO3)cc1
-63.0,/,/,C=CCN(c1ccccc1C(=O)O)S(=O)(=O)c1ccc(C)cc1
-5.9,-0.51,-0.46,Nc1nc2c(s1)CC(c1ccccc1)CC2 (stereo not given)
21.4,/,/,CC(=O)c1ccc(NC(=S)N2c3ccccc3CC2C)cc1 (stereo not given)
-28.1,0.24,-0.19,COc1ccc(NC(=O)CNS(=O)(=O)c2cccc3nonc23)c(OC)c1
-18.4,0.81,1.64,Cc1ccc(C)c(N2CCN(c3cnn(-c4nc5ccccc5s4)c(=O)c3Cl)CC2)c1
/,-1.54,-0.94,Cc1nn2c(-n3ccnc3)c3c(nc2c1-c1ccccc1)CCC3
/,1.13,1.17,c1csc(COc2ccccc2CNC2CCCCC2)c1

# 2 entries from above, with values under each structure:
# Screens in order: INS promoter inh | SDO1 yeast rescue | SDO1 yeast rescue Rescue 24 h
> CCOC(=O)Cc1nnc(Nc2cccc(C)c2)c2ccccc12
 : 25.7 | -0.79 | -0.6
> CC(C)CNC(=O)c1ccccc1NC(=O)Nc1ccccc1
 : 28.6 | -0.38 | -0.75

# Remaining list, next part:
INS promoter inh,SDO1 yeast rescue,SDO1 yeast rescue Rescue 24 h,smiles
-76.2,-0.18,-0.54,O=C(CSc1ccc2nnc(-c3ccccc3)n2n1)NCC1CCCO1 (stereo not given)
18.2,-0.12,0.35,CC(=O)c1cccc(OCC(=O)c2cc(C)n(-c3cc(C)on3)c2C)c1
/,-0.39,-0.01,O=C1c2ccccc2NC(c2ccccc2)N1Cc1ccco1 (stereo not given)
-7.7,-0.68,-0.64,Cn1c(=O)c2c(O)c(Cc3ccccc3)c(=O)[nH]c2n(C)c1=O
44.8,-0.08,-0.42,COc1ccc(OC)c(-c2[nH]nc3c2C(c2ccco2)C(C#N)=C(N)O3)c1 (stereo not given)
-2.8,0.61,0.43,Cc1ccc(C(=O)NCCCNCCCNC(=O)c2ccc(C)nc2)cn1
-37.5,/,/,COc1nccc(-c2ccc(F)cc2)c1C#N
/,0.71,0.43,COc1ccc(C2=NO[C@@H]3C(=O)N(c4c(C)cccc4C)C(=O)[C@H]23)cc1OC
-10.7,0.67,0.56,O=C(NCCc1ccncc1)Nc1cccc(Cl)c1
-53.9,/,/,O=S(=O)(NCc1ccccc1)NCc1ccccc1F
12.0,0.8,1.98,C/C(=N\NC(=O)c1cccc(Br)c1)c1ccc(Br)cc1
-21.9,0.06,0.03,Cc1[nH]c(=O)[nH]c(=O)c1S(=O)(=O)N1CCOCC1
/,2.31,1.81,CC1CCCC(NC(=O)CSc2nccn2C)C1C (stereo not given)
/,-1.49,-0.84,N#CC(=C1CCCC1)c1nc(-c2ccccc2O)cs1
0.0,-1.33,-0.72,CCOc1ccc(C(=O)NC(=S)Nc2ccc(N3CCCCC3)cc2)cc1[N+](=O)[O-]
6.5,-1.29,-1.52,COc1cc(S(=O)(=O)N2CCOCC2)ccc1NC(=O)c1cc2c(s1)CCC2
13.5,0.56,1.35,CC1CN(c2nc3ccccc3nc2C(C#N)C(=O)NCc2ccc3c(c2)OCO3)CC(C)O1 (stereo not given)
52.9,0.43,1.09,COC(=O)Nc1ccc(C)c(NC(=O)OC)c1
/,-0.22,-0.12,CCOC(=O)Cn1c(C)c(Br)c(=O)c2cccc(C)c21
38.5,1.09,1.54,Cc1cccc(NC(=O)CCN2C(=O)C3C4C=CC(C4)C3C2=O)n1 (stereo not given)
-12.9,0.47,-0.09,CCOc1ccccc1N(CC(=O)NC1CCCC1)C(=O)CCC(=O)Nc1cc(C)on1
-25.8,-0.2,-0.45,COc1ccc(C(=O)Nn2c(SCc3ccc([N+](=O)[O-])cc3)nc3ccccc3c2=O)cc1
-66.7,/,/,O=[N+]([O-])c1ccn(-c2nc(-c3cccs3)cc(C(F)(F)F)n2)n1
/,-0.5,-0.54,O=S(=O)(c1cccc(NC(=S)N2CCN(c3cccc(Cl)c3)CC2)c1)C(F)F
-18.5,-0.09,-0.51,CC1CC(=O)NN=C1c1ccc(NCCO)c([N+](=O)[O-])c1 (stereo not given)
/,0.5,0.53,COCCn1nnnc1C(c1ccc(C)cc1)N1CCN(Cc2ccc3c(c2)OCO3)CC1 (stereo not given)
42.9,/,/,Cc1cc(SC(C)C(=O)O)nc2ccccc12 (stereo not given)
/,-0.64,-0.38,COc1ccccc1CNC(=O)C1CCCN(S(=O)(=O)c2cccc3cccnc23)C1 (stereo not given)
0.0,0.04,0.28,Cc1ccc(CN2CCC(c3nc4ccc(Cl)cc4[nH]3)CC2)cc1
/,0.13,-0.7,Cc1nnc(SCC(=O)Nc2ccccc2)n1CCc1ccccc1
-27.6,-0.48,-0.48,CCn1c(C)c(C(C)=O)c(N2CCN(c3cccc(Cl)c3)CC2)nc1=S
-78.8,-0.92,-0.9,Fc1ccc(-c2nnn(Cc3nc4ccccc4s3)n2)cc1
/,-2.3,-1.41,COc1ccc(C(=O)ON=C2CCN(c3ccc([N+](=O)[O-])cc3)CC2)cc1
-36.4,/,/,O=C(N/N=C/C1CC=CCC1)c1cc(-c2cccnc2)nc2ccccc12 (stereo not given)
/,-1.05,-0.52,CCOC(=O)C1CCCN(C(=O)C2c3ccccc3Oc3ccccc32)C1 (stereo not given)
-23.1,1.04,1.13,O=C1CC(NCc2ccncc2)C(=O)N1c1ccccc1 (stereo not given)

# Structural class: those above with a COOH group (2)
INS promoter inh,SDO1 yeast rescue,SDO1 yeast rescue Rescue 24 h,smiles
-63.0,/,/,C=CCN(c1ccccc1C(=O)O)S(=O)(=O)c1ccc(C)cc1
42.9,/,/,Cc1cc(SC(C)C(=O)O)nc2ccccc12 (stereo not given)

# More structures follow:
INS promoter inh,SDO1 yeast rescue,SDO1 yeast rescue Rescue 24 h,smiles
-366.7,-0.98,-0.92,COc1ccc(CSCC(=O)Nc2ccccc2SC)cc1
3.3,1.64,3.19,CC(/C=N/NC(=O)c1cccc([N+](=O)[O-])c1)=C\c1ccccc1
-60.0,-0.24,0.62,COc1ccc(-n2c(SCC(=O)Nc3sc4c(c3C#N)CCCC4)nnc2-c2ccccc2OC)cc1
-13.3,1.95,2.65,Cc1ccc(C(=O)C(OC(=O)CCC(=O)Nc2cccc(C)c2)c2ccccc2)cc1 (stereo not given)
-157.1,-0.05,0.28,COc1ccc(-c2nnnn2C)cc1S(=O)(=O)NCc1ccccc1
-11.1,1.52,1.77,CC(=O)NC1(c2ccccc2)CCN(Cc2nnnn2C(C)(C)C)CC1
14.3,0.94,1.5,CS(=O)(=O)c1ccc2nc(NC(=O)CCC(=O)c3cccs3)sc2c1
0.0,0.96,0.94,Cc1c(Cc2ccccc2)c(=O)oc2c(CN(C)C)c(O)c(Cl)cc12
-7.1,0.05,0.55,CCSc1ncnc2c1sc1nc3c(cc12)COC(C)(C)C3
-11.1,/,/,N#CCC(=O)N/N=C/c1cccc(Oc2ccccc2)c1
/,0.04,-0.2,CCOc1cc(/C=N/NC(=O)CN2CCOCC2)ccc1OCc1ccccc1
-12.5,-0.08,-0.91,CCOC(=O)N1CCN(S(=O)(=O)c2ccc(OCC(=O)OC)cc2)CC1
/,-0.65,-0.05,Cn1c(=O)c2c(nc(CN3CCN(c4ccc(F)cc4)CC3)n2Cc2ccccc2F)n(C)c1=O
21.6,1.52,2.4,Cc1ccnc2nc(C(=O)Nc3ccc4c(c3)OCO4)nn12
-7.0,1.04,0.94,O=C(Nc1c(F)cc(F)cc1Br)C1CCCO1 (stereo not given)
-37.5,0.18,0.26,O=S(=O)(NCCc1ccccc1)c1ccccc1
-46.1,-1.14,-0.94,COc1ccccc1NS(=O)(=O)c1ccc(Cl)c(NC(=S)NC(=O)C2CCCC2)c1
-400.0,0.23,-0.22,Cc1ccc(CN2CCN(/N=C/c3ccco3)CC2)c(C)c1
3.7,-0.46,-0.5,COC(=O)Nc1sc2nc(C)cc(C)c2c1-n1cccc1
0.0,/,/,C/C(=N/NC(=O)CNC(=O)C1COc2ccccc2O1)c1cccc(O)c1 (stereo not given)
27.2,2.22,2.39,O=C(c1cc2ncc(Br)cn2n1)N1CCN(C(=O)c2ccco2)CC1
0.0,/,/,O=C(NNC(=S)NC(=O)c1ccccc1[N+](=O)[O-])c1ccccc1O
11.1,/,/,COc1ccc(C2Nc3ccccc3C(=O)N2C2CCCCC2)cc1 (stereo not given)
14.3,/,/,CCOP(=O)(OCC)C(Nc1ccc(C)cc1)c1ccco1 (stereo not given)

# Part of the list above, as labelled records:
SMILES: O=S(=O)(NCCc1ccccc1)c1ccccc1
  INS promoter inh: -37.5
  SDO1 yeast rescue: 0.18
  SDO1 yeast rescue Rescue 24 h: 0.26
SMILES: COc1ccccc1NS(=O)(=O)c1ccc(Cl)c(NC(=S)NC(=O)C2CCCC2)c1
  INS promoter inh: -46.1
  SDO1 yeast rescue: -1.14
  SDO1 yeast rescue Rescue 24 h: -0.94
SMILES: Cc1ccc(CN2CCN(/N=C/c3ccco3)CC2)c(C)c1
  INS promoter inh: -400.0
  SDO1 yeast rescue: 0.23
  SDO1 yeast rescue Rescue 24 h: -0.22
SMILES: COC(=O)Nc1sc2nc(C)cc(C)c2c1-n1cccc1
  INS promoter inh: 3.7
  SDO1 yeast rescue: -0.46
  SDO1 yeast rescue Rescue 24 h: -0.5

# Screens: PubChem BioAssay, several laboratories
